EBV gp42 block: Epstein-Barr virus gp42 inhibitors, primary screen, biochemical, uHTS, fluorescence polarization. 220,000 tested, 0.42% active. inhibition, % (tested at 21.74 µM). AID 1085, 2008. Fluorescence polarization binding assay, mP read-out. Glycoprotein 42 (Epstein-Barr virus (strain AG876)), Q1HVG2; in the data active means inhibition above about 50%
Rad51 HR inh: human RAD51 strand exchange inhibitors, primary screen, biochemical, fluorescence; DNA repair protein RAD51 homolog 1 (Homo sapiens), Q06609; hRad51 DNA strand exchange, fluorescence dequenching; inhibition, % at 10 µM; 200,000 tested, 0.085% active; AID 1385, 2008;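 active means inhibition above 40% at the single screening dose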;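 further: 0% = DMSO control wells and 100% = blanks with heterologous ssDNA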
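material = hRad51 filaments on single-stranded DNA | timing = filaments 15 min 37 °C, then compound 30 min | signal = FRET fluorescence dequenching, excitation 485 nm, emission 520 nm | benchmarks = control wells and blank wells on each plate | evaluation = percent inhibition relative to plate controls and blanks | compound = 10 µM final, single point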
hK5 inh: human KLK5 protease inhibitors, primary screen, biochemical, 1536-well. Kallikrein-5 (Homo sapiens), Q9Y337. recombinant hK5, fluorogenic AMC substrate cleavage. inhibition, % at 5 µM. 210,000 tested, 0.59% active;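 active means inhibition of 40% or more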;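 further: 0% = enzyme controls without compound and 100% = no-enzyme blanks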
14-3-3 Bad PPI: inhibitors of 14-3-3 zeta/Bad binding, primary screen, biochemical, TR-FRET, bovine 14-3-3 zeta; 14-3-3 protein zeta/delta (Bos taurus), P63103; TR-FRET 14-3-3zeta/Dy647-pBad peptide displacement, 1 h; inhibition, % at 21.7 µM; 220,000 tested, 0.71% active;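 active means inhibition above about 70%, limit read from the data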;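 further: 0% = full 14-3-3 plus peptide FRET controls and 100% = background without 14-3-3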
Target sequence (P63103 whole entry, looked up): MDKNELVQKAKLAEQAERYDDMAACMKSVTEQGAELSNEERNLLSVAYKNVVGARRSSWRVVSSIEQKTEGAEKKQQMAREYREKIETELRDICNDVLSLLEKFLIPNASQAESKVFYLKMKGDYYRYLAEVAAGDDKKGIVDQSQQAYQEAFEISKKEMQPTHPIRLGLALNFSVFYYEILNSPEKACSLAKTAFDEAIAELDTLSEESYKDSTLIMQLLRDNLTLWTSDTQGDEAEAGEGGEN
NCF1 inh: p47phox/p22phox peptide binding inhibitors, primary screen, biochemical, uHTS, NADPH oxidase regulatory subunit | AID 1274, 2008 | Neutrophil cytosol factor 1 (Homo sapiens), P14598 | fluorescence polarization, 2 h | inhibition, % at 24.7 µM | 220,000 tested, 0.53% active;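 further: 0% = p47phox with labelled peptide and 100% = labelled peptide alone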
Furin inhibitor: human furin inhibitors, primary screen, biochemical, fluorescence intensity; P09958; purified furin, fluorogenic substrate cleavage; inhibition, % at 30 µM; 220,000 tested, 0.061% active; in the data active means inhibition above about 25%; further: inactives centre near -15
Target sequence (P09958 108-714 limits assumed): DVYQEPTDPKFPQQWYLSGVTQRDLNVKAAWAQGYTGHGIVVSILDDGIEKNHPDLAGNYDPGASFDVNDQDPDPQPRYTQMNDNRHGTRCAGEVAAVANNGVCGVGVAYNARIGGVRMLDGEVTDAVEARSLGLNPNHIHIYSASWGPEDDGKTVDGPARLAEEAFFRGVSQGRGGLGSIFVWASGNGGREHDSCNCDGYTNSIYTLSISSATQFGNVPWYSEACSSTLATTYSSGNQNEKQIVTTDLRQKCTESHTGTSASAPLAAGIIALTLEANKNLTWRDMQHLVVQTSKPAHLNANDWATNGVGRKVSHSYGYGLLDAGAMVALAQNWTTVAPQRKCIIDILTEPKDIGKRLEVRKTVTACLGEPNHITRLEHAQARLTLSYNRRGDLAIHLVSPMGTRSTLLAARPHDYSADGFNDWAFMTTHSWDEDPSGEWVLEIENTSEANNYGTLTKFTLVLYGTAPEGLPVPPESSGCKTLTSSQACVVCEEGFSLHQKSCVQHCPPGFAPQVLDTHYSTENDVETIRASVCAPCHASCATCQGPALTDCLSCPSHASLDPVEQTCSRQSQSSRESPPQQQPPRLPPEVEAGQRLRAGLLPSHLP
eIF4E-4G inh: eIF4E–eIF4G protein interaction inhibitors, primary screen, biochemical, uHTS, TR-FRET, eIF4GI fragment; Eukaryotic translation initiation factor 4E (Mus musculus) + Eukaryotic translation …; 220,000 tested, 0.37% active; inhibition, % at 21.7 µM; TR-FRET eIF4E-eIF4GI(517-606) binding, 2 h; AID 782, 2007;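 further: 0% = full FRET control wells and 100% = background wells lacking eIF4GI fragment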
thrombin 1536: human alpha-thrombin inhibitors, primary screen, counter-screen for coagulation protease inhibitor project, biochemical, 1536-well, fluorogenic AMC substrate. Boc-VPR-AMC fluorogenic substrate cleavage. inhibition, % at 5 µM. 220,000 tested, 0.26% active;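 active means inhibition at or above 40%; inactive means inhibition below 40%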;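 further: 0% = enzyme with no compound and 100% = wells without enzyme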
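Material: human alpha-thrombin protein; Also added: Boc-VPR-AMC substrate, 15 µM final; Timing: enzyme reaction carried out at room temperature; Signal: fluorescence, ex 355 nm, em 460 nm; Measure: % inhibition of thrombin; Controls: enzyme without compound as high, wells lacking enzyme as low.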
Cl transport mod: KCC2 cotransporter modulators, thallium flux, primary screen, cell-based, HEK293 KCC2, FluoZin-2 fluorescence, MLSMR | Solute carrier family 12 member 5 (Homo sapiens), Q9H2X9 | KCC2 cells, thallium flux FluoZin-2 fluorescence | B-score of Tl+ flux slope (higher = more flux/activation; lower = inhibition) at 10 µM | 190,000 tested, 2.2% active | AID 1456, 2008;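 active means thallium flux slope and its plate-corrected score both differing from the plate sample mean at a set confidence after two filtering rounds, in either direction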;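 further: slope of fluorescence scaled to starting intensity during 10 to 20 s after thallium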
The depositor's hits bear a star; nt = no result given; [ ] = dose if it differs, or a comment.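 How the source made its calls, unless noted: active means inhibition above about 30% (limit read from the data); inactive means the rest.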

SMILES | EBV gp42 block | Rad51 HR inh | hK5 inh | 14-3-3 Bad PPI | NCF1 inh | Furin inhibitor | eIF4E-4G inh | thrombin 1536 | Cl transport mod
N#C/C(=C\c1cccc(Cl)c1)C(=O)c1ccccc1 | -17 | 0 | 1 | 3 | -14 | -15 | 4 | -1 | nt
CCC(C)NC(=O)c1c(N)n(/N=C/c2cccnc2)c2nc3ccccc3nc12 (stereo unspecified) | 2 | -3 | -23 | -4 | -29 | -15 | -8 | -2 | nt
O=C(NCCOc1ccccc1)C(=O)c1c[nH]c2ccccc12 | -12 | nt | 4 | 1 | -11 | -21 | -1 | -5 | -0.6
O=C(CCCN1C(=O)C2CCCCN2C1=O)N1CCN(c2ccc([N+](=O)[O-])cc2)CC1 (stereo unspecified) | -25 | -6 | -24 | -5 | 8 | 1[20 µM] | 1 | -25 | nt
CCN(CC)c1ccc(NC(=O)C(C)C)cc1 | 7 | 1 | -2 | -9 | 0 | -10 | 1 | -5 | 0.04
CCOC(=O)c1cc(C)nc(N2CCCCC2)c1C#N | -12 | 12 | -2 | -6 | -10 | -11 | -1 | 1 | -0.14
CCn1c(Cn2nnc(-c3ccccc3)n2)nnc1SCC(=O)Nc1ccccc1 | -8 | 4 | 3 | 0 | -11 | -23 | 5 | -22 | 0.67
Cc1cc(=O)n(CNC(=O)c2ccccc2)c(=S)[nH]1 | 8 | -1 | 6 | -12 | 5 | -8[20 µM] | 1 | -2 | nt
COc1ccc(Cn2c(O)cc(=O)[nH]c2=O)cc1 | -10 | -9 | -32 | -5 | -25 | -15[20 µM] | 8 | -3 | -0.12
COc1ccc(NC(=O)CCCSc2nc(-c3ccco3)cc(C(F)(F)F)n2)cc1OC | -2 | -9 | -5 | -5 | -13 | -11[20 µM] | 1 | 3 | -0.4
Cc1cnc(C(=O)OCC(=O)NC2CCCCCC2)cn1 | -12 | 3 | 2 | -2 | -9 | -30 | -4 | -20 | -0.53
FC(F)(F)c1nnc2ccc(NCc3cccnc3)nn12 | -1 | 0 | 0 | -18 | -2 | -20 | 0 | -10 | 0.5
COc1ccc(C(C#N)N2CCCCCC2)cc1OC (stereo unspecified) | 2 | 10 | -7 | -12 | -11 | -30 | 5 | -4 | -2.2
Cc1noc(C)c1CSc1nc2ccccc2[nH]1 | -9 | -11 | -14 | -6 | -5 | -33[20 µM] | -8 | 12 | -0.52
COc1ccc(C2CC(=O)C=C(NCc3ccc4c(c3)OCO4)C2)cc1 (stereo unspecified) | -15 | -6 | 1 | -6 | -15 | -25 | 4 | -1 | -0.67
COc1ccc(N2CC(C)Cn3c2nc2c3c(=O)n(CCN3CCOCC3)c(=O)n2C)cc1 (stereo unspecified) | -32 | 4 | -6 | 2 | -5 | -25 | 1 | 1 | 0.1
O=S(=O)(NCc1csc(-c2cccnc2)n1)c1ccc2c(c1)OCCO2 | -22 | 1 | 5 | -7[fluorescence artefact?] | -10 | -22 | 0[fluorescence artefact?] | 7 | 0.05
CCCOCn1cc(F)c(=O)[nH]c1=O | 8 | 5 | 7 | -1[fluorescence artefact?] | -2 | -10 | 0 | -10 | 0.89
C=CCN(c1ccccc1C(=O)O)S(=O)(=O)c1ccc(NC(=O)OC)cc1 | -1 | 20 | 2 | 6 | 6 | -18 | -4 | 1 | 0.41
CCOc1ccc(/C(O)=C2/C(=O)C(=O)N(CCOCCO)C2c2ccccn2)cc1 (stereo unspecified) | -1 | -1 | 7 | -2 | -15 | -11 | -5 | 1 | nt
CC1=C(C(=O)OC(C)C)C(c2cn(-c3ccccc3)nc2-c2cccs2)NC(=O)N1 (stereo unspecified) | 16 | nt | -1 | -8[fluorescence artefact?] | -8 | -9 | 0[fluorescence artefact?] | 2 | 0.0023
O=C(NCc1ccc2c(c1)OCO2)C1CC(c2ccccc2O)=NO1 (stereo unspecified) | -22 | -3 | -20 | -6 | -4 | -17[20 µM] | -1 | 4 | -1.7
COc1ccc(-c2ccc(-c3noc(-c4cccs4)n3)c(OC)n2)cc1 | -46 | -5 | -6 | 0 | -79 | -12[20 µM] | -34[fluorescence artefact?] | -9 | 0.4
O=C(N/N=C/c1ccc(Br)s1)c1c[nH]c2ccccc12 | -17 | 0 | -5 | -1[fluorescence artefact?] | -27 | 1 | 8 | 0 | -1.4
O=C(CSc1nnc(Cc2ccccc2)o1)N1CCOCC1 | 2 | -7 | -2 | 5 | -2 | -16 | -1 | -11 | nt
CCOC(=O)c1c(-c2ccc(C)cc2)cn2ccccc12 | -2 | 3 | -65 | 11 | -4 | -40 | 4 | -1 | nt
O=c1[nH]c(C(F)(F)F)nc2ccccc12 | -16 | 11 | -18 | -2 | 2 | -28 | 13 | 3 | 0.41
COc1cc(C2CC(=O)N3CN(Cc4ccco4)CSC3=C2C#N)ccc1OCc1ccccc1 (stereo unspecified) | -9 | -1 | 0 | 0 | -18 | -18 | 0 | 2 | -0.084
Cc1ccc(CSCc2ccc(C(=O)NCCCN3CCOCC3)o2)cc1 | 5 | -3 | -6 | 1 | 0 | -20 | -3 | 0 | -0.42
COc1ccc(C(CC(=O)N2CCCCC2)c2c(O)cc(OC)cc2OC)cc1 (stereo unspecified) | 12 | -2 | -5 | -1 | -21 | -13 | -3 | -7 | -1.6
CCNC(=S)NNC(=O)c1ccccn1 | -13 | 23 | -68 | -3 | -3 | -16 | -3[fluorescence artefact?] | -2 | 0.068
CC(C)n1c(C(O)c2ccccc2)nc2ccccc21 (stereo unspecified) | -4 | 1 | -4 | 3 | -21 | -11 | 1 | -2 | nt
CCOC(=O)C1CCN(Cc2ccc(Cl)c(Cl)c2)CC1 | -24 | -16 | 0 | 28[fluorescence artefact?] | -12 | -7[20 µM] | 4 | -12 | 0.22
CC(=O)NS(=O)(=O)c1ccc(NC(=O)/C=C/c2cn(-c3ccccc3)nc2-c2ccccc2)cc1 | -12 | 7 | -3 | 2[fluorescence artefact?] | -13 | -12 | 4 | -4 | 0.018
O=C(Cn1c(=O)[nH]c2ccsc2c1=O)NC1CCCCCC1 | -8 | 0 | -24 | 2 | -2 | -13[20 µM] | 5 | -3 | -4.7*
CC1CCCCC1NC(=O)CSc1nnnn1-c1ccccc1 (stereo unspecified) | -16 | 0 | 3 | 8 | -1 | -17[20 µM] | -9 | 6 | -0.3
CC1=NN(C(=O)c2ccco2)C(O)(c2ccccc2)C1 (stereo unspecified) | -8 | 12 | 1 | -5 | 0 | -23 | -2 | -2 | -2
COCC(=O)Nc1nc(-c2ccccc2)c(C)s1 | -17 | 1 | 1 | 6[fluorescence artefact?] | -9 | -7 | 3[fluorescence artefact?] | -2 | 0.6
O=C(NNC(=O)c1cc(-c2ccccc2)n(-c2ccccc2)n1)c1cccc([N+](=O)[O-])c1 | -1 | 8 | -56 | 1 | 2 | -7 | 2[fluorescence artefact?] | 0 | 15*
O=C(CN(Cc1cccs1)C(=O)CNS(=O)(=O)c1ccccc1)NCc1ccco1 | -15 | 2 | 89* | -13 | -13 | -22[20 µM] | 5 | 5 | -1.4
CC(=O)Oc1ccc(N(C(C)=O)S(=O)(=O)c2ccc(C)c([N+](=O)[O-])c2)cc1 | -13 | -15 | -8 | 13[fluorescence artefact?] | 0 | -17 | 9 | 1 | -0.74
COc1ccc(C(NC(=O)C(C)C)c2ccc3cccnc3c2O)cc1 (stereo unspecified) | -10 | 5 | -16 | -4 | -16 | -29 | 1 | -1 | -0.5
Cn1c(NCCN2CCCCC2)cc(=O)n(C)c1=O | -12 | -4 | 2 | 8[fluorescence artefact?] | -12 | -14 | 1[fluorescence artefact?] | -4 | -1.1
CCOC(=O)c1c(C)oc(C)c(C(=O)OCC)c1=O | 3 | 14 | 1 | 4 | -10 | -14 | -2 | 2 | -0.18
CCCCCNC(=O)C1CC(=O)OC12CCCCC2 (stereo unspecified) | -16 | 3 | 3 | -14 | -10 | -27 | 1 | -5 | 0.031
N#Cc1sc2nc(N3CCCCC3)c3c(c2c1N)CCCC3 | 6 | 2 | -27 | 64[fluorescence artefact?] | 2 | -3[20 µM] | -1 | -4 | -0.099
Cc1ccc(-c2noc(CN3C(C)CCCC3C)n2)cc1 (stereo unspecified) | -14 | -2 | -23 | -6 | -7 | -15 | 1 | -1 | 0.18
CNc1nc(N)c(C(=O)C(C)(C)C)s1 | -13 | 10 | -7 | 12 | -9 | 5[20 µM] | -1 | 3 | nt
CCn1ccc(C(=O)Nc2ccc(N(C)C(C)=O)cc2)n1 | 3 | 2 | -24 | -4 | 10 | -22 | -2 | -6 | nt
COc1ccc(N(CC(=O)NCc2ccccc2)S(C)(=O)=O)cc1 | -10 | 0 | -10 | -5[fluorescence artefact?] | -10 | -23 | 18 | -7 | 0.16
Cc1ccc(N=C2NC(=O)/C(=C/c3cccnc3)S2)cc1C | -26 | nt | 1 | -2 | 7 | -4 | 11 | -12 | 0.042
COc1ccc([N+](=O)[O-])cc1NC(=O)COC(=O)c1ccccc1C(=O)c1ccccc1 | -5 | 8 | -9 | 0 | 1 | -17 | 5 | 2 | -2.1
Cn1c(SCC(=O)NC2CCCC2)nnc1-c1ccc(S(=O)(=O)N2CCOCC2)cc1 | -8 | 2 | -14 | -3 | -4 | -20[20 µM] | 0 | 45* | nt
CCCN=Cc1c(CCC)[nH]n(-c2nc3ccccc3s2)c1=O | -1 | 1 | -1 | -3 | 1 | -13[20 µM] | -8 | -4 | -0.22

Full records, looked up by structure. Order of values: EBV gp42 block, Rad51 HR inh, hK5 inh, 14-3-3 Bad PPI, NCF1 inh, Furin inhibitor, eIF4E-4G inh, thrombin 1536, Cl transport mod
Entry for `FC(F)(F)c1nnc2ccc(NCc3cccnc3)nn12` : -1, 0, 0, -18, -2, -20, 0, -10, 0.5
Entry for `CCOC(=O)c1c(-c2ccc(C)cc2)cn2ccccc12` : -2, 3, -65, 11, -4, -40, 4, -1, nt
Entry for `O=C(CN(Cc1cccs1)C(=O)CNS(=O)(=O)c1ccccc1)NCc1ccco1` : -15, 2, 89*, -13, -13, -22[20 µM], 5, 5, -1.4
Entry for `Cn1c(NCCN2CCCCC2)cc(=O)n(C)c1=O` : -12, -4, 2, 8[fluorescence artefact?], -12, -14, 1[fluorescence artefact?], -4, -1.1
Entry for `CCC(C)NC(=O)c1c(N)n(/N=C/c2cccnc2)c2nc3ccccc3nc12` (stereo unspecified) : 2, -3, -23, -4, -29, -15, -8, -2, nt

From PubChem BioAssay
